Assay outcomes from PubChem.
OXTR potentiate: potentiators of human oxytocin receptor; P30559; CHO-OTR cells, Fluo-8 calcium fluorescence, potentiator mode; 0% = oxytocin EC15, 100% = EC100; activation, % at 3 µM; actives 0.061% (n = 320,000);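 active = activation above that plate's cutoff, the mean activation of tested compounds plus 3 SD, cut at about 6.6% in these data, passing the limit was not always enough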;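 note: 100% uses oxytocin at 75 nM as the full agonist control; some results filed as inactive read as strong as hits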
Target sequence (P30559 whole entry, looked up): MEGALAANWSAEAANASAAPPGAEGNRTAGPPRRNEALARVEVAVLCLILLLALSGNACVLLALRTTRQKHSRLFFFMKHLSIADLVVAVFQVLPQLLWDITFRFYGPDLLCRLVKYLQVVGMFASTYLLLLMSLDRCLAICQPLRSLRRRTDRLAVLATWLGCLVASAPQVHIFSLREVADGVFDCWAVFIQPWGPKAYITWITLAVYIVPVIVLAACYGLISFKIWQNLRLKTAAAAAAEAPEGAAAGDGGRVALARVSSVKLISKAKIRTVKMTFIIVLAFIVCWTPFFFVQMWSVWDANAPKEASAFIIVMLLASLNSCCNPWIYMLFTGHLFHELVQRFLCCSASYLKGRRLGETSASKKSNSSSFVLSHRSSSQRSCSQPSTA
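Replication – single well per compound, singlicate · Assay system – CHO cell line stably expressing human OTR · Timing – 6 min pre-incubation, 100 s read · Measure – normalized max/min fluorescence ratio, % activation · Doses – 3.0 µM, one dose · Detection – Fluo-8 calcium dye fluorescence · Probe or stimulus – oxytocin near EC15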
M1 antag: blocks human M1 muscarinic receptor | P11229 | CHO-K1 hM1, Fluo-8 calcium fluorescence, ACh EC80 antagonist | inhibition, % at 3 µM | actives 1.3% (n = 360,000) | AID 588852;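 active = percent inhibition above its own plate's cutoff, namely the mean of that plate's compound wells plus 3 SD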;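 note: peak over basal fluorescence ratio during 140 s after agonist addition; 0% = ACh EC80 plus DMSO and 100% = DMSO alone without agonist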
CHO parental Ca: counter-screen: ATP calcium response change in parental CHO cells | parental CHO-K1, ATP-induced calcium, Fluo-8 fluorescence | inhibition, % at 5.6 µM | actives 0.63% (n = 330,000) | AID 463079;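 active = inhibition above that plate's mean sample inhibition plus 3 SD, cut at about 26% in these data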;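 note: 0% = ATP-challenged DMSO wells and 100% = DMSO wells without ATP; some compounds past the cut are filed as inactive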
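test system = CHO parental line | reagent = ATP stimulus | measured by = intracellular calcium via Fluo-8 no-wash fluorescent dye | control set = ATP and no-ATP DMSO wells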
CHRM4 agonist: agonists of human muscarinic M4 receptor (CHRM4). P08173. CHO-K1 hM4/Gqi5, Fluo-8 calcium fluorescence; vehicle 0%, full acetylcholine response 100%. activation, % at 3 µM. actives 0.14% (n = 360,000);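 active = activation above the run mean over all test wells plus 3 SD, cut at about 32% in these data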;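 note: peak over basal fluorescence ratio per well then scaled between controls; 0% = DMSO wells and 100% = acetylcholine at EC100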
Target sequence (P08173 whole entry, looked up): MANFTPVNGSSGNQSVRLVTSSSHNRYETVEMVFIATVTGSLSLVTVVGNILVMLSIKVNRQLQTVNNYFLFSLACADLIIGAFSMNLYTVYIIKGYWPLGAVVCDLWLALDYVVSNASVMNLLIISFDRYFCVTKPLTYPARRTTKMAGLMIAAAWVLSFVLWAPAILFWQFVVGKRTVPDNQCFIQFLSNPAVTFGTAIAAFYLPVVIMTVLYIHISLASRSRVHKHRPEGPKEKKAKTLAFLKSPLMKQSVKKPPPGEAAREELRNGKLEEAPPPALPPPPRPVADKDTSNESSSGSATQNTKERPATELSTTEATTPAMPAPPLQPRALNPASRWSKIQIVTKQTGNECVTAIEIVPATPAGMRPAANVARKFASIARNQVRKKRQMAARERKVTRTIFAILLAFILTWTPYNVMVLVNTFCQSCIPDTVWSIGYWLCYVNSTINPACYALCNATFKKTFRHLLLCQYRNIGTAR
CHRM1 PAM: positive allosteric modulators of human M1 muscarinic receptor; P11229; CHO-K1 hM1, Fluo-8 calcium fluorescence, ACh EC20; 0% = ACh EC20, 100% = maximal ACh; activation, % at 3 µM; actives 0.088% (n = 360,000); AID 588819; in the data active = activation above about 19%, passing the limit was not always enough
M1 ag parental: nonselective activator or artifact in parental CHO-K1 cells; activation, % at 3 µM; AID 602248; Fluo-8 calcium fluorescence; scaled to maximal ATP response, vehicle zero; actives 0.48% (n = 360,000); in the data active = activation above about 15%;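 note: untransfected CHO-K1 host cells lacking M1 receptor as counterscreen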
M1 ag: human M1 muscarinic receptor agonism; CHO-K1 hM1, Fluo-8 calcium fluorescence, agonist mode; 0% DMSO, 100% acetylcholine EC100; activation, % at 3 µM; actives 0.33% (n = 360,000); AID 588814;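 active = activation above the run's mean compound activation plus 3 SD, cut at about 16% in these data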;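 note: peak over basal fluorescence ratio within a 140 s kinetic read after compound addition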
CHO-K1 Ca antag: nonselective inhibitor or artifact in parental CHO-K1 cells | ATP-induced calcium, Fluo-8 fluorescence | inhibition, % at 3 µM | actives 0.6% (n = 360,000) | AID 602250;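 active = inhibition above a per-plate cutoff, the plate's mean sample inhibition plus 3 SD, cut at about 24% in these data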;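 note: 0% = DMSO plus EC80 ATP and 100% = DMSO alone without ATP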
CHRM4 antagonist: antagonists of human muscarinic M4 receptor (CHRM4). CHO-hM4 cells, ACh EC80, Fluo-8 calcium fluorescence. inhibition, % at 3 µM. actives 0.73% (n = 360,000);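 active = inhibition above its plate's cutoff, the mean inhibition of sample wells plus 3 SD, cut at about 27% in these data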;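 note: 0% = acetylcholine EC80 with DMSO and 100% = DMSO without agonist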
* hit, by the source's call; . = not tested or not shown.

A first look (4 entries):
Below each compound: OXTR potentiate | M1 antag | CHO parental Ca | CHRM4 agonist | CHRM1 PAM | M1 ag parental | M1 ag | CHO-K1 Ca antag | CHRM4 antagonist
CC(C)N(Cc1nc(-c2ccc(Cl)cc2)no1)C(=O)/C=C/c1ccccc1
  -6 | -5 | -33 | 0 | 2 | -0.3 | -7 | -14 | -21
O=C(Nc1ccccc1)Nc1ccc(C(F)(F)F)cn1
  -11 | 1 | -7 | 1 | 9 | 0.1 | 9 | 6 | -3
COc1cccc(CNC(=O)Cn2ccc3cc(S(=O)(=O)N4CCCCCC4)ccc32)c1
  -6 | 0 | -9 | 6 | 0 | 3.8 | -3 | -9 | 3
O=C(CCCCCn1c(=S)[nH]c2ccsc2c1=O)NC1CCCCC1
  -10 | -5 | -21 | 1 | 1 | 0.8 | -2 | -12 | -14

The whole of this part (from the top)
Below each compound: OXTR potentiate | M1 antag | CHO parental Ca | CHRM4 agonist | CHRM1 PAM | M1 ag parental | M1 ag | CHO-K1 Ca antag | CHRM4 antagonist
CC(C)N(Cc1nc(-c2ccc(Cl)cc2)no1)C(=O)/C=C/c1ccccc1
  -6 | -5 | -33 | 0 | 2 | -0.3 | -7 | -14 | -21
O=C(Nc1ccccc1)Nc1ccc(C(F)(F)F)cn1
  -11 | 1 | -7 | 1 | 9 | 0.1 | 9 | 6 | -3
COc1cccc(CNC(=O)Cn2ccc3cc(S(=O)(=O)N4CCCCCC4)ccc32)c1
  -6 | 0 | -9 | 6 | 0 | 3.8 | -3 | -9 | 3
O=C(CCCCCn1c(=S)[nH]c2ccsc2c1=O)NC1CCCCC1
  -10 | -5 | -21 | 1 | 1 | 0.8 | -2 | -12 | -14
O=C(NC1CC1)C1CC(=O)N(c2ccccc2)C1 (stereo not given)
  -13 | -15 | 14 | 2 | 10 | 0.5 | -2 | -8 | -2
Cc1c(NC(=O)CSc2nnnn2-c2ccc(F)cc2)c(=O)n(-c2ccccc2)n1C
  -19 | 0 | 1 | -1 | 0 | -0.1 | -3 | -4 | 1
Cc1ccc(S(=O)(=O)Nc2ccc(NC(=O)c3ccc(F)cc3)cc2)cc1
  -16 | 1 | 13 | 5 | 5 | 1.3 | -1 | 3 | 3
CCC1CCCCN1C(=O)COc1ccc(S(=O)(=O)N2CCOCC2)cc1Cl (stereo not given)
  1 | 4 | -22 | 2 | 1 | 1.1 | -6 | -10 | 8
Cc1nn(-c2ccccc2)c(C)c1/C=N/NC(=O)CSc1nnc(SCc2ccc(Cl)cc2)s1
  -7 | 9 | 1 | 5 | -5 | 3.8 | -7 | 4 | 21
COc1ccc(NC(=O)CC2(CC(=O)O)CCCC2)cc1
  -10 | -6 | -3 | 1 | 9 | -0.6 | -3 | 9 | -19
COc1ccc(-c2noc(CN(C)S(=O)(=O)c3ccc(Cl)cc3)n2)cc1OC
  -11 | 0 | -16 | 4 | 0 | 3.2 | -1 | -11 | -1
Cc1cc(-c2cc(-c3ccc(Cl)cc3)on2)nc(NC2CCCC2)n1
  -12 | -17 | -24 | 2 | 14 | 0.2 | -1 | -10 | -13
CCOC(=O)c1sc(NS(=O)(=O)c2ccc(C)cc2)nc1C
  -9 | -11 | -17 | -2 | 4 | 0.2 | -7 | -12 | -8
Fc1cccc(Cc2c(C3CCCCC3)nc3ccc(Cl)cn23)c1
  . | -11 | . | -1 | -7 | -0.1 | -5 | -12 | -4
COCC1CCCN(C(=O)c2cc(COc3cncc(Cl)c3)on2)C1 (stereo not given)
  -8 | -7 | 12 | 3 | 2 | 6.8 | 2 | -18 | 10
Nc1nc(-c2cc(Cl)cc(Cl)c2OC(F)F)cs1
  2 | 22 | -5 | -2 | -6 | -0.6 | -4 | 5 | -1
COc1cccc(N2CCN(C(=O)c3ccc(CS(=O)Cc4ccc(Cl)cc4)o3)CC2)c1 (stereo not given)
  -12 | -4 | -6 | 15 | -4 | 10 | -1 | -17 | -17
CCOc1ccc(C2c3[nH]c4ccccc4c3C[C@H]3C(=O)N(C4CC4)CC(=O)N23)cc1OC (stereo not given in full)
  . | 1 | . | 5 | -2 | 4.3 | 1 | -12 | 1
CN(C)c1ccc(/C=c2\sc3n(c2=O)CCCN=3)cc1
  -19 | 14 | -11 | 5 | -5 | 5.8 | -2 | -4 | 0
Cc1cc(C(=O)CCC(=O)N2CCN(c3ccccc3F)CC2)c(C)s1
  -29 | 3 | -15 | 2 | 0 | 0.1 | -3 | 2 | 0
O=C(c1ccc(=O)[nH]n1)N1CCc2ccccc2C1
  6 | -41 | -8 | 1 | 11 | 1.0 | -1 | -4 | 1
COc1ccccc1CNC(=O)C1CCC(=O)N(CCCc2ccccc2)C1 (stereo not given)
  -9 | -6 | -27 | 4 | 5 | 2.1 | -3 | 32* | -6
Cc1ccc(NC2OC(C(O)CO)C(O)C2O)cc1[N+](=O)[O-] (stereo not given)
  -5 | -6 | 2 | 2 | 4 | -0.2 | -1 | -2 | -19
Cc1ccnc(NS(=O)(=O)c2ccc(NC(=O)Cc3ccc(Br)cc3)cc2)n1
  -7 | -6 | -6 | 1 | 10 | -0.1 | -3 | -3 | -8
CN(C)c1ccc(/C=N/n2ncc3ccccc32)cc1
  2 | -4 | -8 | 0 | 7 | 0.7 | -5 | -11 | 1
CC(C)(C)C1=Nn2c(nnc2-c2ccccn2)SC1
  -6 | 7 | -16 | 1 | 4 | 0.6 | -2 | -5 | 14
CC(C)C(NC(=O)c1c(F)cccc1F)C(=O)OCN1C(=O)c2ccccc2C1=O (stereo not given)
  -6 | -4 | 2 | 1 | 2 | 1.1 | 3 | -11 | -2
CC[C@]12c3[nH]c4cc(CCC(=O)N(C)C)ccc4c3CCN1C(=O)[C@@H](CC(=O)NCC13CC4CC(CC(C4)C1)C3)C[C@@H]2C(=O)N1CCN(C(=O)c2ccco2)CC1
  . | -7 | -35 | 1 | 7 | 0.7 | -9 | -18 | -5
COCCNC(=O)C(C)N1c2cccc3cccc(c23)S1(=O)=O (stereo not given)
  0 | 0 | -9 | 0 | 1 | 0.1 | -2 | 1 | 3
CN(CC1CCCO1)S(=O)(=O)c1ccc(C(=O)Nc2nnc(-c3ccccc3)o2)cc1 (stereo not given)
  -9 | -12 | -6 | 0 | 7 | -0.3 | 1 | 4 | -21

Part of the list above, with bars between the fields.
compound | OXTR potentiate | M1 antag | CHO parental Ca | CHRM4 agonist | CHRM1 PAM | M1 ag parental | M1 ag | CHO-K1 Ca antag | CHRM4 antagonist
COc1cccc(CNC(=O)Cn2ccc3cc(S(=O)(=O)N4CCCCCC4)ccc32)c1 | -6 | 0 | -9 | 6 | 0 | 3.8 | -3 | -9 | 3
O=C(CCCCCn1c(=S)[nH]c2ccsc2c1=O)NC1CCCCC1 | -10 | -5 | -21 | 1 | 1 | 0.8 | -2 | -12 | -14
O=C(NC1CC1)C1CC(=O)N(c2ccccc2)C1 (stereo not given) | -13 | -15 | 14 | 2 | 10 | 0.5 | -2 | -8 | -2
Cc1c(NC(=O)CSc2nnnn2-c2ccc(F)cc2)c(=O)n(-c2ccccc2)n1C | -19 | 0 | 1 | -1 | 0 | -0.1 | -3 | -4 | 1
Cc1ccc(S(=O)(=O)Nc2ccc(NC(=O)c3ccc(F)cc3)cc2)cc1 | -16 | 1 | 13 | 5 | 5 | 1.3 | -1 | 3 | 3
CCC1CCCCN1C(=O)COc1ccc(S(=O)(=O)N2CCOCC2)cc1Cl (stereo not given) | 1 | 4 | -22 | 2 | 1 | 1.1 | -6 | -10 | 8
Cc1nn(-c2ccccc2)c(C)c1/C=N/NC(=O)CSc1nnc(SCc2ccc(Cl)cc2)s1 | -7 | 9 | 1 | 5 | -5 | 3.8 | -7 | 4 | 21

(next part)
Below each compound: OXTR potentiate | M1 antag | CHO parental Ca | CHRM4 agonist | CHRM1 PAM | M1 ag parental | M1 ag | CHO-K1 Ca antag | CHRM4 antagonist
COc1ccccc1NC(=O)c1ccc(NS(C)(=O)=O)cc1
  -8 | 6 | -2 | 0 | -1 | 0.1 | -4 | -3 | 8
CNC(=O)N(O)C1N(/N=C/c2ccccc2OC)C(=S)SC1(C)C (stereo not given)
  -4 | -4 | -15 | 2 | 2 | 0.9 | 0 | -12 | 2
CCCN1CCCc2cc(CN(CCCN3CCOCC3)C(=O)Nc3ccc(OCC)cc3)ccc21
  0 | -8 | -21 | 0 | 1 | -0.2 | -14 | -32 | -11
CC1CCCCC1NC(=O)COC(=O)CNC(=O)c1cccc(F)c1 (stereo not given)
  -3 | -5 | -4 | 2 | 9 | 0.3 | -2 | 0 | 5
O=C(NCc1ccccc1)c1ccc(Cn2cc(C(F)(F)F)ccc2=O)cc1
  -1 | -2 | 7 | 1 | 6 | 0.3 | -3 | -4 | 3
CCC(C)[C@H](NC(=O)NCCCN1CCOCC1)C(=O)OC (stereo not given in full)
  -3 | -3 | 1 | 2 | 3 | 0.5 | -3 | -17 | -6
CCNC(=O)COn1c(SCC(=O)NCC)nc2ccccc2c1=O
  -14 | -3 | 0 | 1 | 6 | 0.6 | -3 | -2 | 6
CSc1n[nH]c(-c2ccc(C(F)(F)F)cc2)n1
  0 | 13 | -20 | 14 | -12 | 4.5 | -2 | 7 | 8
Cc1noc(C)c1S(=O)(=O)N(C)C[C@H]1Oc2ccc(NS(=O)(=O)c3cn(C)cn3)cc2C(=O)N([C@H](C)CO)C[C@@H]1C
  -4 | -10 | -7 | -1 | 5 | 0.4 | -2 | 3 | -1
CC(=O)N1CCN(Cc2nc3cc(NC(=O)Nc4ccccc4)ccc3n2C)CC1
  2 | 28 | -6 | 22 | -11 | 5.9 | -3 | -9 | -3
CN1CCC(=NNC(=O)CN(c2cccc(Cl)c2)S(C)(=O)=O)CC1
  -11 | -3 | -9 | 0 | 8 | -0.3 | -4 | 15 | -8
CC(OC(=O)Cc1n[nH]c(=O)c2ccccc12)C(=O)Nc1ccccc1[N+](=O)[O-] (stereo not given)
  3 | -8 | -21 | 6 | 9 | 3.3 | -3 | -10 | 4
COCCn1c(SCC(=O)NNC(=O)c2cc(Cl)ccc2OC)nnc1-c1ccncc1
  1 | -2 | -20 | 0 | -1 | 0.5 | -3 | -3 | 4
Cc1cc(C)nc(SCc2n[nH]c(=S)n2C)n1
  -7 | -29 | -10 | 1 | 8 | 0.4 | -3 | 4 | 0
CC(C)C(=O)N1CCC1(C)C(=O)NCc1cc(Cl)ccc1F (stereo not given)
  . | 0 | . | 1 | 1 | 0.1 | 2 | 3 | -9
COc1cc2oc(=O)c3c(c2cc1OCC(=O)c1c(C)n(C)c2ccccc12)CCCC3
  -7 | -18 | -12 | 1 | 8 | 0.6 | 0 | -18 | -11

Rows were taken by chance. Share with any hit: about 2.9%.
